Screens (PubChem)
ALOX15B inhib: inhibitors of human 15-lipoxygenase 2 (ALOX15B) | O15296 | Potency, µM (doses to about 57.1 µM), inactives show top-dose activity change, negative = inhibition, hits mostly inhibitors | 110,000 compounds, 0.56% hits | purified 15hLO-2, xylenol orange hydroperoxide absorbance; further: potency means the concentration at half of the fitted maximal effect; nearly all actives have a fitted effect of over 60% in size; many of its hits are not listed in these tables
Target sequence (O15296 whole entry, looked up): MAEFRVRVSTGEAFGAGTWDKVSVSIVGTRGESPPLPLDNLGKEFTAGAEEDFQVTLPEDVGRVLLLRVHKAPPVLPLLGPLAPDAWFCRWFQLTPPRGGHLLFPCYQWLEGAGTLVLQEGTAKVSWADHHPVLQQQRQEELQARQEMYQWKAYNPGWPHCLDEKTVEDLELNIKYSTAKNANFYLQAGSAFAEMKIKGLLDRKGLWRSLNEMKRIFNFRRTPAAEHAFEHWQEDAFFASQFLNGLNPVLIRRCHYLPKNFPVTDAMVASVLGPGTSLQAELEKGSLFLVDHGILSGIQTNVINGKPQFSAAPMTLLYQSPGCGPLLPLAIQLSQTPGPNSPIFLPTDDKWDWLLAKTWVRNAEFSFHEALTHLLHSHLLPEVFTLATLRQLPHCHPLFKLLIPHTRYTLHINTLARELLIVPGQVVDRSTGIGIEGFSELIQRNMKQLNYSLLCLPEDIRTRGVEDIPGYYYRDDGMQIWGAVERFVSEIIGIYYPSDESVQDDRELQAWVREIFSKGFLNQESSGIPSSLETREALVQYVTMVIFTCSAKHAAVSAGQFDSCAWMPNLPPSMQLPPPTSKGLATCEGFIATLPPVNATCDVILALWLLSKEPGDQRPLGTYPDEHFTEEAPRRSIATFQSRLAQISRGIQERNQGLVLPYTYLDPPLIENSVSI
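Read-out: hydroperoxide product oxidises ferrous iron, measured as xylenol orange complex via the 573-to-405 nm absorbance ratio after 30 min. Reaction: 50 nM enzyme, 15 min compound preincubation, 45 uM arachidonic acid, 90 min RT, Hepes pH 7.5 with Triton X-100.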
PNC inhibitor: perinucleolar compartment assembly inhibition. activity change (PNC), negative = inhibition, % at 10 µM. AID 2417. 140,000 compounds, 3.1% hits. PC3M PTB-GFP, PNC prevalence imaging, 16 h; hits give low values;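 active means readout at or below -70, meaning at least 70% loss of cells showing the perinucleolar compartment, a nuclear body marking cancer cells; inconclusive means readout between -30 and a set limit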;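 further: plate controls were DMSO wells for no effect and camptothecin positive control wells for full effect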
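Compounds are pinned in duplicate onto adhered PC3M cells stably expressing GFP-tagged PTB and incubated 16 h at 37 C. Cells are then fixed, nuclei stained with Hoechst, and PNC-positive cells counted.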
IMPase inh: membrane-permeable compound that blocks inositol monophosphatase; 120,000 tested, under 10 active; CHO-M1 cells, IP1 accumulation, HTRF TR-FRET ratio; inhibition (IP1 accumulation), % at 46.1 µM; P97697; active means well fitted curve in the direction sought with a large enough effect in the signal ratio, not every such curve was filed as active; inconclusive means small, poorly fitted or top-dose-only effect, or a change in a side signal; inactive means no such curve, though single readings can be large or run the other way; the % refers to the signal ratio;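 further: cells stimulated with carbachol in lithium chloride buffer; plate controls were DMSO basal wells for no effect and reference inhibitor wells for full effect; higher means more IMPase inhibition seen as more IP1 and lower FRET ratio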
Target sequence (P97697 whole entry, looked up): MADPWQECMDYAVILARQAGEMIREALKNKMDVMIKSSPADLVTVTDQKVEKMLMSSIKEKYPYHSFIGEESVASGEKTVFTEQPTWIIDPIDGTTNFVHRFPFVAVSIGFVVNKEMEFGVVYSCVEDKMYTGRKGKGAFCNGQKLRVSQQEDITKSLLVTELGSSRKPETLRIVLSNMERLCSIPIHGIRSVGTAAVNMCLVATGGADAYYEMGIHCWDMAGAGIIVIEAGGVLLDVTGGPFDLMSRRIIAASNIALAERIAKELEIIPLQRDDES
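Measured: the HTRF emission ratio (665/620 nm) plus the 620 nm donor channel, each fitted to the Hill equation to give AC50. Cells were CHO-M1 given compounds up to 46 uM and a 30 min carbachol stimulation at 37C.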
ALOX12 inhib: blocks human 12-lipoxygenase activity; P18054; purified 12-hLO, xylenol orange hydroperoxide absorbance; Potency, µM (titrated, usually from 57.1 µM), for the others: at the top dose activity change, negative = inhibition, most hits filed as inhibitors; 150,000 compounds, 0.12% hits; AID 1452; further: potency means the concentration at half of the fitted maximal effect; nearly all actives have a fitted effect of over 55% in size; many of its hits are not listed in these tables
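Xylenol orange chromogenic assay: hydroperoxide from 12hLO oxidises Fe(II), giving red-shifted Fe(III)-XO absorbance. Conditions: 150 nM enzyme, 40 uM arachidonic acid, 25 mM Hepes pH 7.0, 0.01% Triton X-100, 30 min, room temperature.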
Starred values were filed as active, the others as inactive; [ ] = another dose, or the depositor's remark. Unless noted, the call rests on the fitted dose curve; in most records, active means well fitted curve in the direction sought with a large enough effect; inconclusive means small, poorly fitted or top-dose-only effect, or another doubt; inactive means no such curve, though single readings can be large; an effect the other way counts as inactive or inconclusive. Unless noted, on the % scale 0 is the no-effect control and ±100 the full control effect. Some of the compounds tested; rates above refer to the full screens.

Screening CCOC(=O)c1c(NC(N)=O)sc(C)c1C returned ALOX15B inhib -0.8%, PNC inhibitor 23.1, IMPase inh -3.4 and ALOX12 inhib -5.5%.
`Cc1nnc2ccc(N3CCN(C(=O)c4ccccc4)CC3)nn12` gave ALOX15B inhib 0.3%, PNC inhibitor -6.4, IMPase inh 1.7 and ALOX12 inhib 3.4%.
`CCn1c(SCC(=O)NCCc2ccccc2)nnc1-c1ccco1` gave ALOX15B inhib -6.5%, PNC inhibitor 19.4, IMPase inh -2.5 and ALOX12 inhib -1.4%.
Cc1c(C)c2c(c(C)c1O)CC[C@@](C)(CCC[C@@H](C)CCC[C@@H](C)CCCC(C)C)O2 was read as ALOX15B inhib 9.0%[0.0915 µM], IMPase inh -5.6[20.6 µM] and ALOX12 inhib 1.1%[0.00818 µM].
Screening O=C(NC1CCCCC1)Nn1c(-c2ccccc2)nc2ccccc2c1=O returned PNC inhibitor -15.2, IMPase inh -8.0 and ALOX12 inhib 1.4%.
For Cc1noc(C)c1CSc1nc2ccccc2s1 the results were ALOX15B inhib 1.0%[2.29 µM], PNC inhibitor 32.2, IMPase inh -4.1 and ALOX12 inhib 0.9%.
For CCc1ccccc1N(CC)C(=O)CCc1nc(-c2ccc(C)cc2)no1 the results were ALOX15B inhib 6.7%, PNC inhibitor -24.3, IMPase inh 9.1 and ALOX12 inhib -11.2%.
`Cc1ccc(S(=O)(=O)N[C@H](CO)C(=O)O)cc1` gave ALOX15B inhib -2.2%[11.4 µM] and ALOX12 inhib 3.8%[11.4 µM].
Screening CCc1ccccc1Nc1nc(N)nc(CSCC(=O)c2cc(C)n(C)c2C)n1 returned ALOX15B inhib 6.9%, PNC inhibitor -14.7, IMPase inh 2.6 and ALOX12 inhib -3.2%.
O=C(Nc1nnc(SCC(=O)N2CCCc3ccccc32)s1)c1cccc2ccccc12 was read as PNC inhibitor inconclusive and ALOX12 inhib -2.2%.
CN1CCN(S(=O)(=O)c2ccc(N3CCN(S(=O)(=O)/C=C/c4ccccc4)CC3)nc2)CC1 was read as ALOX15B inhib 25.1%, PNC inhibitor 30.7, IMPase inh 0.6 and ALOX12 inhib 11.7%.
Screening COC(=O)c1cccc(NC(=O)c2cc3sccc3n2C)c1 returned ALOX15B inhib 5.0%, PNC inhibitor 34.5, IMPase inh 7.1 and ALOX12 inhib 0.6%.

The final 3 entries of the part above lead into the next.
O=C(Nc1nnc(SCC(=O)N2CCCc3ccccc32)s1)c1cccc2ccccc12 was read as PNC inhibitor inconclusive and ALOX12 inhib -2.2%.
CN1CCN(S(=O)(=O)c2ccc(N3CCN(S(=O)(=O)/C=C/c4ccccc4)CC3)nc2)CC1 was read as ALOX15B inhib 25.1%, PNC inhibitor 30.7, IMPase inh 0.6 and ALOX12 inhib 11.7%.
Screening COC(=O)c1cccc(NC(=O)c2cc3sccc3n2C)c1 returned ALOX15B inhib 5.0%, PNC inhibitor 34.5, IMPase inh 7.1 and ALOX12 inhib 0.6%.
Screening COc1ccc2c(c1)c(C(O)CN1CCN(Cc3ccc4c(c3)OCO4)CC1)c(C)n2C (centres undefined) returned ALOX15B inhib 37.5%[activator], PNC inhibitor -1.3, IMPase inh 12.1 and ALOX12 inhib inconclusive.
For c1cnc(NCCNc2ncccn2)nc1 the results were ALOX15B inhib 1.4%, PNC inhibitor 3.3, IMPase inh 2.6 and ALOX12 inhib 1.9%.
CCOC(=O)c1cc2occc2n1CC(=O)NC1CCC(C)CC1 (centres undefined) was read as ALOX15B inhib -4.6%, PNC inhibitor -21.9, IMPase inh 11.1 and ALOX12 inhib -8.6%.
`O=C(CN1CCCCCC1)N/N=C/c1cccc(Cl)c1` gave PNC inhibitor inconclusive and ALOX12 inhib -5.9%.
Screening CC1CCN(S(=O)(=O)c2ccc(NC(=O)CN3CCOCC3)cc2)CC1 returned ALOX15B inhib 0.9%, PNC inhibitor 15.7, IMPase inh -1.2 and ALOX12 inhib -0.1%.
Screening CC(=O)Nc1ccc(-n2nnnc2SCC(=O)N2CCN(C(=O)c3ccco3)CC2)cc1 returned ALOX15B inhib 4.1%, PNC inhibitor 23.1, IMPase inh 7.6 and ALOX12 inhib 3.3%.
COc1ccc(NC(=O)COC(=O)Cc2ccc(-c3ccccc3)cc2)c(OC)c1 was read as PNC inhibitor inconclusive, IMPase inh 9.1 and ALOX12 inhib 3.8%.
For CC(C(=O)N1CCC(C(N)=O)CC1)N(c1ccc(Oc2ccccc2)cc1)S(C)(=O)=O (centres undefined) the results were ALOX15B inhib 4.4%, PNC inhibitor inconclusive, IMPase inh 7.8 and ALOX12 inhib 9.8%.
CCOc1ccc(NC(=O)C2CCN(C(=O)NCc3ccccc3)CC2)cc1 was read as ALOX15B inhib -0.2%, PNC inhibitor inconclusive, IMPase inh 6.2 and ALOX12 inhib -5.1%.
`CCN(CC)S(=O)(=O)c1cccc(C(=O)Nc2ccccc2C(=O)N2CCOCC2)c1` gave ALOX15B inhib 1.7%, PNC inhibitor 5.3, IMPase inh 2.7 and ALOX12 inhib -1.1%.
O=C(CSc1nc(-c2ccccc2)cc(C(F)(F)F)n1)NCc1cccs1 was read as PNC inhibitor 6.0 and ALOX12 inhib -2.0%.
Screening O=[N+]([O-])C1=CC=C2C(=NC3(CCCCC3)N2O)C1=NC1CCCCC1 returned ALOX15B inhib -9.7%, PNC inhibitor 52.8, IMPase inh -1.4 and ALOX12 inhib 4.6%.
OCCNCC1(O)C2CC3CC(C2)CC1C3 (centres undefined) was read as ALOX15B inhib 7.1%, PNC inhibitor 25.0, IMPase inh 3.9 and ALOX12 inhib 5.0%.
CCCSc1cc(N2CCN(C)CC2)nc(-c2ccc(OC)cc2)n1 was read as ALOX15B inhib 50.8%[activator], PNC inhibitor -80.5*, IMPase inh 4.1 and ALOX12 inhib 2.7%.
For Cc1ccc2cc(CN(Cc3nnnn3Cc3ccco3)CC3CCCO3)c(=O)[nH]c2c1C (centres undefined) the results were ALOX15B inhib -5.3%, PNC inhibitor inconclusive, IMPase inh 1.0 and ALOX12 inhib -12.5%.
For Cc1ccc(Cl)cc1NC(=O)c1ocnc1C the results were ALOX15B inhib -9.5%, PNC inhibitor -7.8, IMPase inh 1.6 and ALOX12 inhib -7.1%.
`COC(=O)[C@@]1(Cc2ccccc2)[C@H]2c3cc(C(=O)N(C)C)n(Cc4cc(C)n(C)n4)c3C[C@H]2CN1C(=O)c1ccccc1` gave ALOX15B inhib -2.9% and ALOX12 inhib -1.0%.
`N#Cc1ccc(C(=O)Nc2nc(-c3cccs3)c(C(=O)C(F)(F)F)s2)cc1` gave PNC inhibitor inconclusive and ALOX12 inhib 0.3%.
For CN1CCN(S(=O)(=O)c2ccc(NC(=O)c3ccc(F)cc3)cc2)CC1 the results were ALOX15B inhib 0.1%, PNC inhibitor inconclusive, IMPase inh -1.0 and ALOX12 inhib -0.8%.
`Cc1ccccc1Cn1c2ccccc2c2cn[nH]c(=O)c21` gave ALOX15B inhib -7.3%, PNC inhibitor -3.6, IMPase inh inconclusive and ALOX12 inhib -7.1%.
COc1ccc(CC(=O)NCc2ccccc2Cl)cc1S(=O)(=O)N1CCOCC1 was read as ALOX15B inhib 4.5%, PNC inhibitor 3.2, IMPase inh -0.4 and ALOX12 inhib -0.9%.
`Nc1nc(Cl)cc(N2CCC(c3cc(-c4ccc(Cl)cc4)n[nH]3)CC2)n1` gave PNC inhibitor 4.0, IMPase inh 13.1 and ALOX12 inhib inconclusive.
`NC1=NCc2ccccc21` gave ALOX15B inhib 1.2%, PNC inhibitor 29.4, IMPase inh 4.5 and ALOX12 inhib 3.4%.
For COc1cc2c(Cc3c4c5c(cc(OC)c(OC)c5c5c(OC)c(OC)ccc35)CCN4C)c3c4c(cc(OC)c(OC)c4c2cc1OC)CCN3C the results were ALOX15B inhib -25.4%, IMPase inh -2.3 and ALOX12 inhib -0.1%.
COc1ccccc1CN1CCC2(CC1)CCN(C(=O)c1ccncc1)CC2 was read as ALOX15B inhib 2.1% and ALOX12 inhib 0.1%.
Screening CCc1nc(NCCC(C)C)c(C#N)c2c1CCCC2 returned ALOX15B inhib 0.4%, PNC inhibitor 2.5, IMPase inh -1.6 and ALOX12 inhib 10.1%.
Cc1ccc(S(=O)(=O)N(C#N)c2nc(C)cc(C)n2)cc1 was read as ALOX15B inhib -1.7%, PNC inhibitor 47.9, IMPase inh -1.2 and ALOX12 inhib 7.0%.
CCSc1nc(C)nc2c1oc1ccccc12 was read as ALOX15B inhib 7.5%, PNC inhibitor -15.7, IMPase inh 7.4 and ALOX12 inhib -3.2%.
C=C(C)CNC(=S)N/N=C/c1ccc(N2CCOCC2)cc1 was read as PNC inhibitor inconclusive and ALOX12 inhib -2.5%.
Cc1cccnc1NC(=O)C1CCN(S(=O)(=O)c2ccc3c(c2)CCC(=O)N3)CC1 was read as ALOX15B inhib 0.0%, PNC inhibitor 21.0, IMPase inh -8.9 and ALOX12 inhib 6.1%.
`Brc1ccc2ncc(Br)cc2c1` gave PNC inhibitor -22.6 and ALOX12 inhib -0.1%.
CCOc1cc2c(C)cc(=O)oc2cc1Cl was read as ALOX15B inhib -5.9%, PNC inhibitor 49.3, IMPase inh -6.5 and ALOX12 inhib 1.1%.
`CCCCc1ccc(NC(=O)COc2ccc(C(=O)Nc3ccccc3C)cc2)cc1` gave PNC inhibitor 4.1, IMPase inh -3.9 and ALOX12 inhib 0.8%.
Nc1ncnc2nc(SCc3ccccc3)[nH]c12 was read as ALOX15B inhib 10.4%, PNC inhibitor 27.2, IMPase inh -3.6 and ALOX12 inhib -0.8%.
Screening O=C1C2Sc3[nH]c(=O)sc3C(c3ccccc3)C2C(=O)N1c1ccccc1 (centres undefined) returned ALOX15B inhib -25.2%, PNC inhibitor -20.3, IMPase inh -0.6 and ALOX12 inhib -7.3%.
For Cc1cccc(/C=C2/SC(=O)N(Cc3ccccc3Cl)C2=O)n1 the results were ALOX15B inhib -1.3%, PNC inhibitor 22.0, IMPase inh 2.0 and ALOX12 inhib -2.8%.
For CN(C)CCC[C@@H]1c2ccccc2Oc2ccc(C(F)(F)F)cc21 the results were ALOX15B inhib 8.6%[11.4 µM] and ALOX12 inhib 2.0%[11.4 µM].
Screening COc1c2occc2c(OC)c2c(=O)cc(C(F)(F)C(F)(F)F)oc12 returned ALOX15B inhib -8.7%, PNC inhibitor 18.4, IMPase inh -0.7 and ALOX12 inhib 0.9%.
For Cn1c(=O)[nH]c(=O)c2[nH]c(CN3CCN(C(=O)c4ccco4)CC3)nc21 the results were ALOX15B inhib 2.0%, PNC inhibitor -1.1, IMPase inh 6.7 and ALOX12 inhib 0.2%.
`O=C(O)CCC(=O)N1N=C(c2ccccc2)CC1c1ccc2nccnc2c1` (centres undefined) gave PNC inhibitor inconclusive, IMPase inh -3.3 and ALOX12 inhib -1.6%.
`CN(C)c1ncc2ncc(=O)n(Cc3cccs3)c2n1` gave ALOX15B inhib -5.5% and ALOX12 inhib -5.8%.
For O=C(CSc1nc(-c2ccccc2)cc(C(F)(F)F)n1)NCc1ccco1 the results were ALOX15B inhib -7.6%, PNC inhibitor inconclusive, IMPase inh 7.4 and ALOX12 inhib 4.3%.
CC1CCN(CCOc2cc(Cl)ccc2Cl)CC1 was read as PNC inhibitor 83.2, IMPase inh 13.0 and ALOX12 inhib -2.4%.
For COC(=O)CNC(=O)Cn1ccc2ccccc2c1=O the results were ALOX15B inhib -5.3%, PNC inhibitor -11.7, IMPase inh -8.4 and ALOX12 inhib -4.7%.
Cn1cccc1Cc1nnc(SCC(=O)Nc2nccs2)n1CCc1ccccc1 was read as PNC inhibitor -29.2, IMPase inh -9.0 and ALOX12 inhib -1.7%.
Screening COc1cc(NC(=O)CSCC(=O)Nc2cccc(C(F)(F)F)c2)c(Cl)cc1Cl returned ALOX15B inhib -19.6%, PNC inhibitor 12.6, IMPase inh -1.4 and ALOX12 inhib -24.3%.
